TAG inh = reduces triacylglycerol accumulation in H9c2 cells; Nile Red lipid (TAG) fluorescence; cells loaded with 200 µM oleic acid; inhibition, % at 12.5 µM; hit rate 0.66% among 230,000; AID 651582;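 active = pattern-corrected inhibition of lipid staining of at least 50% with the nuclear-stain viability signal not falling by more than 50%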;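 note: 0% = DMSO wells and 100% = triacsin C control wells; some results filed as inactive read as strong as hits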
TAG inh DAPI viability = recorded beside TAG inh, whose call it bears; DAPI nuclei signal change (viability), lower = more cytotoxic, %;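 whole-well DAPI fluorescence read on a plate reader as a viability signal; minus 50 percent equals half of cells still viable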
* hit, by the source's call. These rows are one share of the data; the hit share may differ from the screen's.

SMILES | TAG inh | TAG inh DAPI viability
CCOC(=O)c1sc(N)c(C(=O)OCC)c1COC(=O)C1CC(=O)N(Cc2ccco2)C1 (configuration not stated) | 10.5 | -6.5
Cc1n[nH]c(C)c1Cc1c(F)cccc1Cl | -3.6 | -4.3
CCOC(=O)c1ccc(-c2c(-c3ccc(OC)cc3)oc(=O)c3cc(OC)c(OC)cc23)cc1F | 18.6 | 8.1
Cc1ccc(C(=O)Nc2c(C)n(C)n(-c3ccccc3)c2=O)cc1S(=O)(=O)N1CCOCC1 | 2.5 | 9.5
COc1cc(O)c(C=NN2C(=O)CSC2=S)c(OC)c1 | -9.8 | 6.1
c1ccc(Sc2cnc3ccccc3n2)cc1 | -4.9 | 5.2
NNC(=O)CSCc1nc(-c2ccccc2)cs1 | 2.2 | -3.0
CN1CCN(CCC(=O)Nc2ccc3c(c2)OCO3)CC1 | -10.7 | 12.1
CCn1c(NCCCO)nc2c(c1=O)C(C)(CC)Cc1ccccc1-2 (configuration not stated) | 4.0 | 39.4
C/C(=N/NC(=O)CNC(=O)/C=C/c1ccco1)c1ccc(Cl)cc1 | 0.6 | -0.9

Entries of single compounds, looked up by structure.
C/C(=N/NC(=O)CNC(=O)/C=C/c1ccco1)c1ccc(Cl)cc1 in the list: TAG inh = 0.6; TAG inh DAPI viability = -0.9
CCOC(=O)c1sc(N)c(C(=O)OCC)c1COC(=O)C1CC(=O)N(Cc2ccco2)C1 (configuration not stated) in the list: TAG inh = 10.5; TAG inh DAPI viability = -6.5
Cc1n[nH]c(C)c1Cc1c(F)cccc1Cl in the list: TAG inh = -3.6; TAG inh DAPI viability = -4.3

(further entries)
SMILES | TAG inh | TAG inh DAPI viability
O=C(Cc1cccc(NC(=O)C2CCN(C(=O)C3CC3)CC2)c1)Nc1cccc(C(=O)N2CCOCC2)c1 | 9.8 | 2.6
Cc1cc(NC(=O)CSc2nnc(-c3ccccc3)n2C)no1 | -7.2 | 4.1
COc1ccc(C2(c3ccc(OC)cc3)NC(=O)N(CC(=O)Nc3ccccc3C)C2=O)cc1 | 28.5 | -1.2
CCOC(=O)c1c(C)oc2c(F)c(F)c(F)c(F)c2c1=O | 22.5 | -15.5
Cc1ccc(C)c(OCC(=O)N/N=C/c2ccc(N3CCOCC3)cc2)c1 | -1.2 | 4.7
CCC1Nc2ncnc(N3CCN(c4ccccn4)CC3)c2N(Cc2ccc(Cl)cc2)C1=O (configuration not stated) | 5.0 | -6.4
Cc1ccc(C)c(NC(=O)c2ccc3c(=O)n4c(nc3c2)CCC4)c1 | 16.7 | -5.6
CCOC(=O)C1=C(C)NC(=O)NC1/C=C\c1ccccc1 (configuration not stated) | 2.1 | -0.8
O=C(CCCSc1nc2ccccc2s1)Nc1nccs1 | 21.1 | -2.9
Cc1cnc(C(=O)OC(C)C(=O)Nc2ccc(Cl)cn2)cn1 (configuration not stated) | 11.0 | -4.2

Ordered by number of heavy atoms (ascending): part of the list above.
SMILES | TAG inh | TAG inh DAPI viability
Cc1cnc(C(=O)OC(C)C(=O)Nc2ccc(Cl)cn2)cn1 (configuration not stated) | 11.0 | -4.2
Cc1cc(NC(=O)CSc2nnc(-c3ccccc3)n2C)no1 | -7.2 | 4.1
Cc1ccc(C)c(NC(=O)c2ccc3c(=O)n4c(nc3c2)CCC4)c1 | 16.7 | -5.6
Cc1ccc(C)c(OCC(=O)N/N=C/c2ccc(N3CCOCC3)cc2)c1 | -1.2 | 4.7

Some of the entries so far, as comma-separated lines.
Molecule,TAG inh,TAG inh DAPI viability
O=C(Cc1cccc(NC(=O)C2CCN(C(=O)C3CC3)CC2)c1)Nc1cccc(C(=O)N2CCOCC2)c1,9.8,2.6
Cc1cc(NC(=O)CSc2nnc(-c3ccccc3)n2C)no1,-7.2,4.1
COc1ccc(C2(c3ccc(OC)cc3)NC(=O)N(CC(=O)Nc3ccccc3C)C2=O)cc1,28.5,-1.2
CCOC(=O)c1c(C)oc2c(F)c(F)c(F)c(F)c2c1=O,22.5,-15.5

The list goes on:
SMILES | TAG inh | TAG inh DAPI viability
COc1ccc(C)cc1NC(=O)CNc1ccc(C(C)=O)cc1 | 1.1 | 1.0
CC1CN(C(=O)/C=C/c2ccccc2Cl)CC(C)O1 (configuration not stated) | 18.7 | -9.0
CC(C)c1ccc(Oc2cccc(C(=O)/C(C#N)=C/N(C)C)c2)cc1 | 0.4 | -5.4
CCN(CC)c1ccc(S(=O)(=O)N2CCOCC2)cc1NC(=O)CNCc1ccccc1 | -6.0 | 3.2
CCOC(=O)C1CCN(C(=O)Nc2ccccc2Cl)CC1 | 3.0 | 6.5
O=C(Cn1c2ccccc2c2nc3n(c(=O)c21)CCS3)Nc1ccccc1C(F)(F)F | 10.2 | -15.8
CN(C(=O)CSc1cc(Cl)ccc1Cl)C1CCS(=O)(=O)C1 (configuration not stated) | 5.5 | 2.4
CCN(CC)CCCNC(=O)c1nn(-c2cccc(OC)c2)c(=O)c2ccccc12 | 16.0 | -18.6
COc1ccc(CCNC(=O)c2cc(=O)n(C)c(=O)n2C)cc1OC | 6.4 | 11.4
Cc1ccccc1SCC(=O)Nc1ccc(N2CCOCC2)cc1 | -2.4 | 1.9
C=C(C)CNC(=S)N/N=C/c1ccc(NC(C)=O)cc1 | 3.0 | 8.4
COc1ccc(C(=O)COC(=O)CN2CC(=O)Oc3ccccc32)cc1Br | -0.9 | 2.9
CN(Cc1ccccc1)C(=O)COC(=O)C12CC3CC(CC(Br)(C3)C1)C2 | -9.3 | 4.9
O=C(Cn1cc(COc2ccccc2[N+](=O)[O-])nn1)c1ccc(O)cc1 | -1.4 | -0.4
Cc1cc(C(=O)N2CCCC(C(=O)c3cc(F)ccc3F)C2)c(C)o1 (configuration not stated) | 4.0 | 0.0
CC(C)CN1C(=O)C(=O)N(CC(=O)NCCCc2ccccc2)C1=O | -13.1 | 6.0
OCCCn1c(C2CCCN2c2nc(-c3ccc(F)cc3)cs2)nc2cc(C(F)(F)F)ccc21 (configuration not stated) | 60.1* | -11.0*
COc1ccccc1C=NN=C1c2ccccc2-c2ccccc21 | 19.3 | -9.7
O=C(NCc1ccccc1)Nc1cccn(Cc2ccc(Cl)cc2)c1=O | 8.6 | 11.2
O=C(Nc1nccs1)c1ccc(-c2ccc([N+](=O)[O-])cc2)o1 | 0.7 | -7.3
C/C(=N\NC(=S)Nc1c(C)cccc1C)c1ccc(O)cc1 | 8.5 | -0.9
CCOC(=O)c1sc(NC(=O)CN2CCCC2)c(C(=O)OCC)c1C | 1.8 | 2.2
N#Cc1ccc(OCC(=O)N2CCN(S(=O)(=O)c3cccc(Cl)c3)CC2)cc1 | 14.6 | -11.2
Fc1ccc(-c2csc3[n+]2CCS3)cc1 | -5.0 | 15.2
Cn1c(=O)[nH]c(=O)c2c1nc1n2CC(COc2ccc3ccccc3c2)O1 (configuration not stated) | 14.4 | -6.5
COc1ccc(-c2cc(C3CCN(c4ccc(C(C)=O)cc4[N+](=O)[O-])CC3)[nH]n2)cc1 | 19.4 | 0.6
Cc1ccc(S(=O)(=O)CCC(=O)OCc2ccc(S(=O)(=O)C(C)C)cc2)cc1 | 12.6 | 4.3
O=c1c(-c2ccco2)[n+]([O-])c2ccccc2n1OCc1c(F)cccc1F | 7.7 | -4.9
Cc1c[n+]([O-])cc(C)c1Oc1ccccc1 | -16.3 | 5.4
N=c1c2c(-c3ccccc3)c(-c3ccccc3)oc2ncn1CCN1CCOCC1 | -271.3 | 26.3
CC(C)CN1CCN(Cc2c[nH]c3ccccc23)CC1CCO (configuration not stated) | 5.1 | -1.5
COc1ccc(S(=O)(=O)N2CCC(=O)N2)cc1 | -33.3 | 13.7
O=C(c1cc([N+](=O)[O-])ccc1N1CCCC1)N1CCCC1 | -7.1 | 2.6
O=C(N/N=C/C(Cl)=C\c1ccccc1)c1cccs1 | 2.9 | 0.8
COc1cccc(CC2(CO)CCCN(Cc3ccc4c(c3)OCCO4)C2)c1 (configuration not stated) | 3.3 | 21.0
CCc1nc2ccc(C(=O)NCCOc3ccc(OC)cc3)cn2c1N(C)CCCc1ccccc1 | 3.3 | 0.1
CC1Oc2ccccc2C=C1/C=N/NC(=O)[C@@H](C)NC(=O)OC(C)(C)C (some centres not stated) | -6.7 | 6.1
COc1ccc(CCN(Cc2cccs2)S(=O)(=O)c2ccc(S(=O)(=O)N3CCC(C)CC3)cc2)cc1OC | -6.1 | 8.6
CC(C)(C)C1CCc2c(sc(NC(=O)c3ccco3)c2C(N)=O)C1 (configuration not stated) | 11.9 | 73.6
Cc1ccc(S(=O)(=O)N2CCCC(C(=O)NNCC(=O)Nc3cc(F)ccc3F)C2)cc1 (configuration not stated) | 7.8 | -6.0
COc1ccc(S(=O)(=O)NCc2ccc(C)cc2)cc1 | -24.3 | 14.8
O=C(Cc1ccc(Cl)cc1)Nc1ccc(N2CCN(C(=O)c3ccco3)CC2)c(Cl)c1 | 6.6 | 2.3
COc1ccc(NC(=O)CCC(=O)c2ccc(-c3ccccc3)cc2)cc1 | -2.0 | 3.7
COc1cccc2c1OC1(N3CCOCC3)CCCCC1C2C[N+](=O)[O-] (configuration not stated) | -8.4 | 4.3
COC(=O)c1ccc(NC(=O)C(=O)c2cccn2C)cc1 | -13.4 | 7.8
CCOC(=O)C1CCN(C(=O)CNS(=O)(=O)c2cccs2)CC1 | 9.8 | 3.3
Cc1cc(C(=O)COc2cccnc2[N+](=O)[O-])c(C)n1Cc1ccco1 | 6.6 | -2.3
O=C(COc1ccc(S(=O)(=O)NCc2ccccc2)cc1)NCC1CCCO1 (configuration not stated) | 14.7 | -9.3
COC/C=C/C1=CC2=CC(=O)C(C)(OC(=O)c3cnc4ccccc4n3)C(=O)C2=CN1CCOC (configuration not stated) | 1.6 | -8.5
CC(C)Cc1ccc(C(C)NC(=O)Cc2ccc(S(=O)(=O)N3CCOCC3)s2)cc1 (configuration not stated) | 4.2 | -6.3

The listing continues:
SMILES | TAG inh | TAG inh DAPI viability
COc1cc(C(=O)Nc2ccc(C(=O)O)cc2)ccc1OC(C)=O | 1.3 | 10.3
COc1cc(OC)cc(C(=O)NCC(=O)OCC(=O)NC2CCCc3ccccc32)c1 (configuration not stated) | 10.4 | -0.8
CC(=O)Nc1ccc(NC(=O)COC(=O)c2ccc(C)s2)cc1 | 5.0 | -15.2
COc1ccc(C2C(=O)NN=C2C)cc1 (configuration not stated) | -3.1 | -7.0
Cc1ccc(C)c(S(=O)(=O)N2CCCCC2CCNC(=O)C(=O)NCc2ccccn2)c1 (configuration not stated) | -0.1 | -4.9
COC(=O)c1ccc(OC)c(CSc2nnc(-c3ccc(C)cc3)o2)c1 | -3.6 | -2.0
Cc1cc(C(=O)NCc2cccnc2)n(-c2ccccc2)n1 | -13.4 | 16.7
c1ccc(CSc2ccc(-c3ccccn3)nn2)nc1 | -1.0 | -6.5
CC1CC1C(=O)NCCc1ccc(Cl)cc1 (configuration not stated) | -7.8 | 7.1
N#CN(CC(N)=O)c1nc(N2CCCCC2)nc(N2CCCCC2)n1 | 3.1 | 9.6
CCOc1ccc(NC(=O)c2cccc(NC(C)=O)c2)cc1S(=O)(=O)N1CCCC1 | -1.2 | -7.7
COc1ccc(S(=O)(=O)NC(CC(=O)NCc2ccco2)C(C)C)cc1 (configuration not stated) | -0.2 | -0.9
O=C(NCCc1c[nH]c2ccccc12)/C(=C\c1cccnc1)NC(=O)c1ccccc1F | 7.1 | -3.9
O=C(NCCc1cccs1)c1ccc(Cl)c(Cl)c1 | -11.8 | 3.6
CCn1c(C)nc2cc(C(=O)NNC(=O)CCC3CCCC3)ccc21 | 4.4 | 3.2
CC(C)(C)N(Cc1ccccc1)C(=O)CN1C(=O)NC2(CCCCCC2)C1=O | 16.2 | -6.8
CC(=O)Nc1cc(-c2ccc(N3CCN(C)CC3)cc2)cn2c(-c3ccc(F)cc3)cnc12 | 13.3 | 18.6
Cc1ccc(-c2n[nH]c(=O)c3ccccc23)cc1S(=O)(=O)Nc1ccc(F)cc1 | -0.2 | 2.3
Cc1ccc(C(=O)Nc2ccccc2N2CCCC2)cc1S(=O)(=O)N1CCOCC1 | -10.9 | -1.0
Cc1cccc(Oc2sc(C(=O)c3ccccc3)c(N)c2C#N)c1C | 5.8 | 0.9
CC(C)(C)N(Cc1ccccc1)C(=O)COC(=O)CNS(=O)(=O)c1ccc2ccccc2c1 | 8.7 | 2.2
CC(C)[C@H](N)c1nnc(SC/C=C/c2ccccc2)o1 | 12.7 | -12.6
CCCCn1c(N)c(N(CC(C)C)C(=O)c2cc3ccccc3cc2OC)c(=O)[nH]c1=O | -7.8 | -0.4
CCCNC(=O)C1(C)CCN(C(=O)c2c(F)ccc(C)c2F)C1 (configuration not stated) | 6.9 | 2.0
COc1ccc(NC2CC(=O)N(c3ccc(C(=O)O)cc3)C2=O)cc1 (configuration not stated) | -12.1 | 3.7
C=C1CCN([C@H](C(=O)NCc2ccco2)C(C)C)S(=O)(=O)c2ccccc21 | 3.0 | -0.4
